Screening data deposited in PubChem BioAssay by several laboratories.
MsrA inh = inhibitors of bovine MsrA | purified bovine MsrA, absorbance read-out | inhibition, % at 15.5 µM | 360,000 compounds, 0.75% hits; in the data active = inhibition above about 4.5%;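 note: 0% = vehicle wells with enzyme and 100% = reference inhibitor wells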
Rin1 Abl inh = blocks binding of human Rin1 to Abl | P00519+Q13671 | inhibition, % at 7.35 µM | AID 588664 | TR-FRET Rin1/Abl binding, biochemical | 360,000 compounds, 0.4% hits; in the data active = inhibition above about 5%, passing the limit was not always enough
FAS TE block = inhibitors of human fatty acid synthase thioesterase domain; P49327; recombinant FAS-TE, OMFH fluorogenic substrate, fluorescence endpoint; inhibition, % at 15 µM; 360,000 compounds, 0.67% hits;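 active = compounds whose normalised, plate-corrected inhibition of enzyme fluorescence in the single-dose primary screen is 50% or more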;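 note: 0% = DMSO with enzyme and 100% = substrate without enzyme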
E coli Lon inh = E. coli protease La inhibition; purified E. coli Lon protease, fluorescence polarization; 360,000 compounds, 0.42% hits; AID 602123; P0A9M0; inhibition, % at 7.94 µM; in the data active = inhibition above about 13%, passing the limit was not always enough;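 note: 0% = enzyme with probe and DMSO and 100% = no enzyme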
Rpn11 inh = Rpn11 (human) deubiquitinase inhibition | O00487 | human 26S proteasome, Ub4-pepOG fluorescence polarization; 20S core pre-blocked with epoxomicin | calls only at 20 µM | 360,000 compounds, 0.59% hits;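 active = inhibition at 20 µM, scaled to each plate's controls, above about 33%, limit read from the data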
MsrA act = activates bovine MsrA enzyme; 360,000 compounds, 0.3% hits; AID 602163; purified bovine MsrA, absorbance read-out; activation, % at 10.6 µM; in the data active = activation above about 7.5%;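 note: 0% = vehicle and 100% = reference activator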
MT1-MMP act inh = MT1-MMP (human) activation inhibition; P50281; HT1080 RFP-PRO-GFP cells, GFP/RFP ratio fluorescence, overnight; percent of plate control window, DMSO zero; GFP/RFP ratio change, % at 20 µM; 360,000 compounds, 0.061% hits; AID 651647;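 active = GFP/RFP ratio change of at least 30% with cell ATP level not reduced by more than half and red fluorescence within 50% of control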; note: strong numbers were not always called active
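system = RFP-PRO-GFP reporter HT1080 cells | dosing = 20 µM single dose, 1% DMSO | timing = overnight cell settling, then overnight compound exposure, 37 °C, 5% CO2 | read-out basis = GFP/RFP fluorescence ratio | controls = DMSO and RFP-L50D-GFP cell wells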
CSN inh = CSN deneddylation inhibition; Q92905; Purified CSN, SCF-Nedd8-OG deneddylation, fluorescence polarization; inhibition, % at 12.5 µM; 360,000 compounds, 0.38% hits; AID 651999;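 active = pattern-corrected inhibition above about 35%, with an unprinted fluorescence ratio check between 0.5 and 1.5, limit read from the data, passing the limit was not always enough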;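 note: 0% = enzyme with substrate and 100% = substrate without enzyme; some results filed as inactive read as strong as hits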
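assay system = purified human Csn5 enzyme expressed in HEK293T cells | amount = 0.24 nM enzyme | buffer or medium = Tris/NaCl/DTT buffer, pH 7.5 | reagent = 10 nM SCFSkp2-Nedd8OG | compound = one concentration, 12.5 µM, 0.25% DMSO | times = 90 min reaction at room temperature | signal = FP | read-out basis = % inhibition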
MLLE-PAM2 inh = blocks PAM2 peptide binding to the PABP1 MLLE domain. GST-MLLE / FITC-PAM2 fluorescence polarization. P11940. AID 588489. 360,000 compounds, 0.36% hits. inhibition, % at 20 µM; in the data active = inhibition above about 35%, passing the limit was not always enough;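 note: plate controls were DMSO wells with GST-MLLE for no effect and wells lacking GST-MLLE protein for full effect; some results filed as inactive read as strong as hits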
Active calls of the source: *; i = inactive; · = no result given.

no.	mol	MsrA inh	Rin1 Abl inh	FAS TE block	E coli Lon inh	Rpn11 inh	MsrA act	MT1-MMP act inh	CSN inh	MLLE-PAM2 inh
1	Cc1ccc(C)c(NC(=O)C(Sc2nc3ccc(C)cc3[nH]2)c2ccccc2)c1 (stereo not given)	0.3	-3	9	15	i	-2	-31	3	-11
2	CC(C)CCn1cnc2c1c(=O)n(CC(=O)NC(N)=O)c(=O)n2Cc1ccccc1	-0.5	2	-2	3	i	0	-3	-3	-1
3	C/C(CC(=O)Nc1ccc(C)c(Cl)c1)=N\NC(=O)Cc1cccs1	0.1	-2	-1	3	i	-7	0	3	22
4	O=C(CC1(O)C(=O)Nc2ccccc21)c1ccccc1O (stereo not given)	-0.8	-3	-6	-1	i	-1	-1	-2	27
5	O=C1CCCC2=C1C(c1cccc(O)c1)C1=C(N2)c2ccccc2C1=O (stereo not given)	2.1	-19	-1	11	i	-9	6	2	9
6	CC(C)C[C@H](NC(=O)c1[nH]cnc1C(=O)N[C@@H](Cc1ccccc1)C(=O)OC(C)(C)C)C(=O)OC(C)(C)C	1.9	2	18	19	i	-1	-37	2	3
7	CC1(C)CC(=O)C=C(Nc2cccc(F)c2)C1	2.6	2	-2	-2	i	-4	-1	-1	9
8	O=C(COc1ccccc1F)N1CCN(S(=O)(=O)/C=C/c2ccccc2)CC1	-0.3	-1	2	0	i	-1	4	-1	-68
9	O=C(NCc1ccc(Cl)cc1)c1cccnc1	-0.1	-2	-7	-7	i	-1	-1	-3	-9
10	O=C(CCC(=O)N(c1cccc(F)c1)C(C(=O)NC1CCCC1)c1ccncc1)Nc1cccnc1 (stereo not given)	0.0	3	-3	-3	i	0	5	1	-1
11	Cc1cc(C)cc(OCC(=O)Nc2nc(-c3ccccn3)cs2)c1	0.0	-2	-4	1	i	-3	-2	6	20
12	CCOC(=O)N1CCN(c2c(N3CCC(N4CCCCC4)CC3)c(=O)c2=O)CC1	1.8	-1	-4	-2	i	-1	-1	-4	-4
13	Cc1ccc(NCC(=O)Nc2cccc(S(=O)(=O)N(C)C)c2)cc1S(=O)(=O)N1CCCCCC1	0.8	6	16	-2	i	-4	-5	12	2
14	Cc1ccccc1-n1nc2c(c1NC(=O)COc1ccc(Cl)cc1)CS(=O)C2 (stereo not given)	-0.6	-2	0	-2	i	-1	2	5	-1
15	CCc1nnc(NC(=O)CCC(=O)N2CCN(Cc3cc(F)ccc3OC)CC2)s1	-0.9	2	-4	-8	i	-4	-2	-3	-5
16	Cc1onc(-c2ccccc2)c1C(=O)N1CCN(Cc2ccc3c(c2)OCO3)CC1	1.7	5	2	0	i	-2	-2	-3	6
17	COc1ccc(C)cc1NC(=O)COC(=O)c1ccc2c(c1)OCO2	0.6	1	-3	-6	i	-12	12	-3	4
18	O=C(O)c1cc([N+](=O)[O-])ccc1N1CCC(Cc2ccccc2)CC1	0.7	-2	4	-6	i	-3	1	3	-7
19	FC(F)(F)c1cccc(N2Cc3ccccc3C2)c1	0.5	1	1	0	i	3	1	-2	2
20	C[C@H]1CN([C@@H](C)CO)C(=O)CCCn2nncc2CO[C@@H]1CN(C)S(=O)(=O)c1ccc(-n2cccn2)cc1	0.9	0	-7	-3	i	-6	1	3	-11
21	Cc1nc2sc(C(c3cccs3)N3CCN(c4cccc(Cl)c4)CC3)c(O)n2n1 (stereo not given)	0.6	-2	-8	0	i	1	-1	-3	-4
22	Cc1ccc(C(=O)Cn2nc(C)c([N+](=O)[O-])c2C)c(C)c1	-0.9	0	13	4	i	-15	0	-1	-5
23	N#Cc1ccccc1	-0.6	4	-6	0	i	-2	2	-4	13
24	Cc1cc(C)c2[nH]c(=O)c(C(c3nnnn3Cc3ccc4c(c3)OCO4)N3CCCC3)cc2c1 (stereo not given)	1.2	-1	-5	0	i	-10	-5	-3	9
25	O=C1c2ccccc2[C@@H]2C[C@@H](O)[C@H](Nc3ccccc3)CCN12	0.1	2	-6	-5	i	-4	1	-3	2
26	COCCCNC(=O)Cn1nc(-c2ccc(C)cc2)ccc1=O	-0.5	0	-13	2	i	-10	6	5	6
27	CN1CCCC(OC(=O)CCCCC(=O)OC2CCCN(C)C2)C1 (stereo not given)	0.7	0	-5	-9	i	-11	-2	-1	-2
28	CC(CC(=O)Nc1ccc2c(c1)OCO2)c1ccccc1 (stereo not given)	-0.8	2	2	10	i	1	0	1	2
29	Cc1ccnc(NC(=O)c2ccc(OCc3c(C)noc3C)cc2)c1	0.9	0	1	-13	i	-2	0	-6	-5
30	O=C(Cn1nnc(-c2ccccc2)n1)OCc1csc(-c2ccccc2)n1	-1.0	1	10	0	i	-3	-4	6	1
31	CCCOC(=O)CC1C(=O)NCCN1Cc1cc(OC)cc(OC)c1 (stereo not given)	1.5	-1	-4	2	i	-1	4	5	7
32	CC(=O)N(C)c1ccc(N=C2C(=O)Nc3ccccc32)cc1	·	-7	-3	4	i	-3	-3	4	1
33	O=C1NCC(COc2ccc([N+](=O)[O-])cc2)O1 (stereo not given)	0.4	3	4	-4	i	-4	2	-3	0
34	COCCOC1CCN(C(=O)c2ccc(OC)c(OC3CCN(C(C)C)CC3)c2)CC1	1.1	3	-8	-5	i	-4	-4	-1	14
35	Cc1ccc(S(=O)(=O)N/N=C(\c2ccccc2)C2CC2)cc1	-0.8	0	2	-12	i	0	-4	2	-1
36	CCOc1ccc(CC(=O)N/N=C/c2cccnc2)cc1	-1.1	-1	-4	1	i	0	3	-1	0
37	Cc1c(NC(=O)c2noc(C(C)C)c2[N+](=O)[O-])c(=O)n(-c2ccccc2)n1C	0.7	3	-6	-3	i	-2	3	6	3
38	CCOc1ccc(OCC)c(NC(=O)C2C3C=CC(O3)C2C(=O)NCc2ccco2)c1 (stereo not given)	1.4	-3	-6	-1	i	-3	0	-11	10
39	CCCOc1ccc(C(=O)NNC(=S)NC(=O)c2cc(-c3ccc(Cl)cc3)nc3ccccc23)cc1	0.6	-2	20	0	i	1	-6	-4	39*
40	CC(=O)c1cccc(NC(=O)COC(=O)c2n[nH]c3ccccc23)c1	-1.8	-3	-11	1	i	-3	0	5	0
41	Cc1ccc(Nc2nc3ccccc3nc2Nc2c(C)n(C)n(-c3ccccc3)c2=O)cc1	-0.6	2	18	-1	i	-4	-12	2	18
42	O=C1CCCN1CCCNc1ncnc2c1[nH]c1ccc(Cl)cc12	1.0	-2	-2	8	i	1	4	0	-8
43	c1cc2c(cc1CN1CCN(C3CCCCCC3)CC1)OCO2	-1.2	0	-1	-9	i	-3	5	-2	3
44	NC(=O)C1CC(=O)N(c2ccc(OCc3c(F)cccc3Cl)cc2)C1 (stereo not given)	0.4	4	4	-8	i	1	2	-2	1
45	COc1ccccc1OCc1ccc(C(=O)NCC2CCCO2)cc1 (stereo not given)	-0.5	2	-10	-1	i	-2	1	2	5
46	COCCn1cnnc1SCC(=O)Nc1ccccc1C(=O)Nc1ccc2c(c1)OCO2	-1.3	3	-9	5	i	-3	7	2	-5
47	CCOc1ccc(Nc2nc(Cc3nnc(SCC(=O)NC4CCCCC4)n3C)cs2)cc1	-1.0	2	0	-13	i	-1	7	-5	-18
48	CC1CCC2(CC1)N=C(N)Nc1nc3ccccc3n12 (stereo not given)	0.4	-4	-14	0	i	-12	2	0	-24
49	COc1ccc(NC(=O)COC(=O)/C=C/c2cccs2)c(OC)c1	0.8	-1	11	-9	i	-2	3	1	-3
50	FC(F)(F)c1nnc2c(Sc3ccccc3)nc3ccc(Cl)cc3n12	-0.5	-1	6	3	i	-12	2	-2	-13
51	CCOC(=O)c1c(NC(=O)CSc2nnc(-c3ccc(C)cc3)o2)sc(C(C)=O)c1C	-0.4	-2	28	-14	i	-12	11	1	-59
52	Cc1cc(C)c(C)c(C(=O)COC(=O)CNC(=O)CN2C(=O)c3ccccc3C2=O)c1C	1.0	1	-7	-7	i	-3	3	-3	0
53	Nc1nnc(CCCCCc2nnc(N)s2)s1	2.2	4	-5	-12	i	0	1	4	11
54	Cc1ccc(C(=O)Nc2ccccc2C(=O)NC(CC(=O)O)C(=O)O)cc1 (stereo not given)	0.9	3	-6	0	i	-1	-4	-3	-6
55	CCN(CC)CCCNC(=O)c1cc(Cl)c(NC(=O)C2=C(C)OCCS2)cc1OC	-0.4	-1	-5	0	i	-1	2	-2	-12
56	NC(=O)C1CCN(C(=O)NC(=O)c2ccccc2)CC1	-0.4	5	-6	-1	i	-4	3	-4	-12
57	Cc1cc(=O)n2[nH]c(-c3ccccc3Cl)cc2n1	-0.1	1	-6	2	i	-6	-3	1	-8
58	O=C(NCCC(=O)N1CCC2(CC1)NCCc1[nH]cnc12)c1ccc(F)c(F)c1	0.8	2	-5	3	i	-5	0	-2	7
59	CC(C)c1cc(C(F)(F)F)n2nc(C(=O)O)cc2n1	-0.7	1	-9	5	i	-1	0	4	2

In the list so far, seven have an aryl methoxy group:
no.	mol	MsrA inh	Rin1 Abl inh	FAS TE block	E coli Lon inh	Rpn11 inh	MsrA act	MT1-MMP act inh	CSN inh	MLLE-PAM2 inh
15	CCc1nnc(NC(=O)CCC(=O)N2CCN(Cc3cc(F)ccc3OC)CC2)s1	-0.9	2	-4	-8	i	-4	-2	-3	-5
17	COc1ccc(C)cc1NC(=O)COC(=O)c1ccc2c(c1)OCO2	0.6	1	-3	-6	i	-12	12	-3	4
31	CCCOC(=O)CC1C(=O)NCCN1Cc1cc(OC)cc(OC)c1 (stereo not given)	1.5	-1	-4	2	i	-1	4	5	7
34	COCCOC1CCN(C(=O)c2ccc(OC)c(OC3CCN(C(C)C)CC3)c2)CC1	1.1	3	-8	-5	i	-4	-4	-1	14
45	COc1ccccc1OCc1ccc(C(=O)NCC2CCCO2)cc1 (stereo not given)	-0.5	2	-10	-1	i	-2	1	2	5
49	COc1ccc(NC(=O)COC(=O)/C=C/c2cccs2)c(OC)c1	0.8	-1	11	-9	i	-2	3	1	-3
55	CCN(CC)CCCNC(=O)c1cc(Cl)c(NC(=O)C2=C(C)OCCS2)cc1OC	-0.4	-1	-5	0	i	-1	2	-2	-12
